Bioassay records (PubChem)
Kir21 inh – blocks the mouse Kir2.1 inward-rectifier potassium channel; P35561; HEK293-Kir2.1, FluxOR thallium flux fluorescence; active compounds read low; B-score at 10 µM; 0.85% of 310,000 active; AID 1672;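 active means fluorescence ratio B-score at or below minus 3 SD of library scores, with starting-brightness B-score within 2 SD, cut at about -4.2 in these data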;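 further: channel flux triggered by added potassium and thallium sulfate stimulus; B-score of peak minus minimum fluorescence over baseline after thallium stimulus; more negative B-score means stronger Kir2.1 block with less thallium influx; some compounds called inactive have numbers as strong as hits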
Target sequence (P35561 whole entry, looked up): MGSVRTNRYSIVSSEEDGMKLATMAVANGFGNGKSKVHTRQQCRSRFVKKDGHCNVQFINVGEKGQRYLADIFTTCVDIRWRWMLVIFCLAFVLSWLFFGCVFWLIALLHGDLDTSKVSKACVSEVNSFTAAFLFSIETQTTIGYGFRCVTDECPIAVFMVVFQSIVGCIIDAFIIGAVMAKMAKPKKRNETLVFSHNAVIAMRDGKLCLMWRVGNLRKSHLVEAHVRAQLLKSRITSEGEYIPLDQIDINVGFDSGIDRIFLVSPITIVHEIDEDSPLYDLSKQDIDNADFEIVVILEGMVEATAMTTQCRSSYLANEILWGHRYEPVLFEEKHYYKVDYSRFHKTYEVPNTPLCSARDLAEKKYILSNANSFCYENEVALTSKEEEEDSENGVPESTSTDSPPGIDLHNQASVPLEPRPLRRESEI
STK33 kinase inh – blocks human STK33 kinase activity; Q9BYT3; purified STK33, MBP phosphorylation, ADP-Glo luminescence; inhibition, % at 10 µM; 0.073% of 320,000 active; AID 2661;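 active means inhibition at or above 25%, using the most active replicate where run in duplicate; inactive means inhibition below 25%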
Target sequence (Q9BYT3 whole entry, looked up): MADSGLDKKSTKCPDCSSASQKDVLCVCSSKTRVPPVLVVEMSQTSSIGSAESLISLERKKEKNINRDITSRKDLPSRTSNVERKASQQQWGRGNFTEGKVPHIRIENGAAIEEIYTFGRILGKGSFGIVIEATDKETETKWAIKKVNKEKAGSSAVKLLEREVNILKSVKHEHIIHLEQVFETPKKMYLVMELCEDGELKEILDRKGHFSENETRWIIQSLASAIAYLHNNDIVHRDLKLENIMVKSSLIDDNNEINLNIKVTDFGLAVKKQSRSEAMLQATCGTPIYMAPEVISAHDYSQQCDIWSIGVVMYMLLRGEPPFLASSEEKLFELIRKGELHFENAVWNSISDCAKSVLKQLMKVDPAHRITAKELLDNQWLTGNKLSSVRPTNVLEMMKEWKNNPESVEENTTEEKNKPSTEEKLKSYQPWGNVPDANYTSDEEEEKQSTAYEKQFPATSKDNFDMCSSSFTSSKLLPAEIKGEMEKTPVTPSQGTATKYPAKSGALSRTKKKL
* = called active by the depositor; . = not tested or not shown.

SMILES	Kir21 inh	STK33 kinase inh
CCOC(=O)c1ccc(NC(=O)c2cc(S(=O)(=O)N3CCOCC3)cn2C)cc1	0.07	0.1
CCOC(=O)N1CCC(N(CCCOC)C(=O)Nc2ccc(CC)cc2)CC1	-0.97	-0.2
CCCC(=O)c1ccc(N2CCCCC2)c(F)c1	1.1	-1.0
COc1cccc(-n2c(Cc3cc(=O)[nH]c(=O)[nH]3)nnc2SCC(=O)NC2CCCCC2)c1	.	-0.6
CC(C)n1c(SCC(=O)N2CCCCC2)nc2c1c(=O)n(C)c(=O)n2C	1.1	-0.6
CCN/C=C(\C#N)S(=O)(=O)c1ccc(Br)cc1	0.05	-0.5
Cc1ccc(NC(=O)c2c(C)noc2C)cc1	-1.3	-0.5
O=c1nc2ccccc2c(NS(=O)(=O)c2ccc(Cl)cc2)n1-c1ccccc1	1	-1.6
O=c1c2sccc2nc(SCc2cc(=O)n3ccccc3n2)n1Cc1ccccn1	0.99	-1.9
COc1ccccc1NC(=O)c1cc2ccccc2nc1C	-0.08	-1.2
N#C/C(=C(/O)CN1CCCC1)c1nc(-c2ccccc2)cs1	0.09	-0.7
CC(C)(C)c1ccc(COn2c(=O)c(-c3ccco3)[n+]([O-])c3ccccc32)cc1	0.18	-0.2
CC(=O)N1c2ccc(S(=O)(=O)CCC(=O)O)cc2CC1C (stereo not given)	1.1	0.9
CCCCNS(=O)(=O)c1ccc2nc(-c3cccnc3)cc(C(=O)NCCCN(CC)CC)c2c1	0.32	0.5
CCOc1ccccc1N(CC(=O)N/N=C/c1cc(Br)ccc1OC)S(C)(=O)=O	0.48	-0.2
Cc1cc(NC(=O)COC(=O)C2CC(=O)N(c3ccccc3Cl)C2)no1 (stereo not given)	-0.15	-0.6
COc1cccc(C(=O)Nc2cc(NC(=O)c3cccs3)ccc2C)c1OC	-0.04	-1.9
Oc1ccccc1-c1nc2ccccc2nc1-c1ccccc1	-0.98	0.8
CN(C)CCCN(C(=O)CCc1ccccc1)c1nc2c(F)cccc2s1	-2	-1.9
COc1cccc(N2CCN(C(=S)Nc3cccc(C)c3)CC2)c1	1.1	-2.0
CN(C)S(=O)(=O)N1CCC(Oc2cccc(C(=O)NC3CCCCC3)c2)CC1	-0.75	-1.4
O=c1nc2c(O)cccn2c2c1c(=O)[nH]c1ccccc12	-2.5	.
COc1ccc(C)cc1NC(=O)CN(Cc1nnc(-c2ccc(Cl)cc2)o1)C1CCCC1	2.2	-2.8
Nn1cc(-c2ccccc2)nc1SCC(=O)Nc1ccc(S(N)(=O)=O)cc1	-0.66	1.9
CCCCN1C(=O)C(NC(C)=O)c2ccccc21 (stereo not given)	-1.6	-0.8
O=C(/C=C/c1ccc(F)cc1)Nc1cccc(S(=O)(=O)N2CCOCC2)c1	.	1.0
O=C(c1ccco1)N1CCN=C1SCc1ccccc1Cl	-0.08	0.2
COc1ccc(-c2noc3c2-c2nc(-c4ccc(C)cc4)sc2CC3)cc1	-0.02	0.2
Nc1nc(N)c(N=Nc2ccc(S(N)(=O)=O)cc2)c(=O)[nH]1	0.02	-0.8
C=CCc1c(C)nc(-c2ccccc2)nc1Nc1ccccc1O	0.91	-0.5
O=C(NCc1ccco1)c1cccs1	1.1	-0.6
O=C(Oc1ccc2cccc(OC(=O)N3CCOCC3)c2c1)N1CCOCC1	0.03	1.3
CCCCNC(=O)Nc1nc2ccccc2s1	-0.88	1.5
COc1ccc2[nH]cc(C(=O)NCCc3ccccc3)c(=O)c2c1	-0.01	.
CCn1c(SCC(=O)Nc2cc(C)on2)nnc1-c1ccc(C)cc1	0.37	-0.6
CC(=O)c1ccc(NC(=O)CSc2nc(=O)n3cccc(C)c3n2)cc1	-0.03	-1.9
Cc1nc2ccc([N+](=O)[O-])cc2nc1C	-0.53	-1.2
COc1ccccc1NC(=O)CSc1ncn[nH]1	-0.6	-0.2
COc1ccc2sc(-c3ccccc3OC)c(-c3ccc(OC)nc3)c2c1	.	-0.1
N#CC1=C(N)Oc2n[nH]c(-c3ccccc3)c2C12C(=O)Nc1ccccc12 (stereo not given)	-0.78	-0.5
CCC(C)n1nccc1NC(=O)C(C)Cl (stereo not given)	0.11	-1.3
CN(C)c1cccc(C(=O)OCC(=O)NC2CCCC2)c1	-0.26	1.1
CCCc1nnc(NC(=O)CCC(=O)Nc2ccc(F)cc2)s1	1.3	-0.4
CCSc1nnc(N2C(=O)c3ccc(C(=O)c4ccc(C(=O)O)cc4)cc3C2=O)s1	0.82	-1.7
O=C(CNC(=O)c1ccc2c(c1)OCO2)Nc1ncccc1O	0.28	0.1

5 entries from above, with values under each structure:
Sequence of screens – Kir21 inh	STK33 kinase inh
> CC(=O)c1ccc(NC(=O)CSc2nc(=O)n3cccc(C)c3n2)cc1
 : -0.03	-1.9
> Cc1nc2ccc([N+](=O)[O-])cc2nc1C
 : -0.53	-1.2
> COc1ccccc1NC(=O)CSc1ncn[nH]1
 : -0.6	-0.2
> COc1ccc2sc(-c3ccccc3OC)c(-c3ccc(OC)nc3)c2c1
 : .	-0.1
> N#CC1=C(N)Oc2n[nH]c(-c3ccccc3)c2C12C(=O)Nc1ccccc12 (stereo not given)
 : -0.78	-0.5

Following part
SMILES	Kir21 inh	STK33 kinase inh
O=C(COc1ccc(S(=O)(=O)NC2CCCCC2)cc1)N1CCN(c2ccc(F)cc2)CC1	.	0.3
CCOc1ccccc1N1C(=O)CC(Sc2nccc(C)n2)C1=O (stereo not given)	-0.8	0.6
CC12CCC(=O)N1C(C(=O)NCc1ccc(Cl)cc1Cl)CS2 (stereo not given)	-0.14	-0.5
CC1CC(NC(=O)CCn2c(=O)oc3ccccc32)CC(C)(C)C1 (stereo not given)	.	-0.7
CN1C2C=C(N(CCc3ccccc3)C(=O)c3ccc(Cl)cc3)CC1CC2 (stereo not given)	-1.6	-2.3
Cc1ccc(S(=O)(=O)N2CCN(C)CC2c2ccccc2)cc1 (stereo not given)	.	-2.2
Cn1c(=O)oc2cc(S(=O)(=O)NCCC(=O)NCc3ccc(F)cc3)ccc21	0.35	-0.8
COc1ccccc1CNC(=O)COC(=O)Cn1cnc2ccccc21	0.16	-2.0
COc1ccc(C)cc1NC(=O)C(C)N(c1ccc(C)cc1)S(C)(=O)=O (stereo not given)	-1.2	.
O=C(COC(=O)c1cc(-c2cccs2)nn1-c1ccccc1)Nc1cc([N+](=O)[O-])ccc1Cl	-0.64	-12
COC(=O)CON1C(=O)c2ccccc2C1=O	0.42	-0.4
CCCc1cc(C(=O)N/N=C/c2ccc(C)o2)c2ccccc2n1	0.67	-0.7
CCOC(=O)c1cc(C#N)c(SCc2cccc3ccccc23)nc1C	0.57	-0.9
O=C(OCC(=O)N1CCCC1)c1ccc(S(=O)(=O)Nc2ccccc2)cc1	0.66	-1.4
COc1ccc(C(C)=O)cc1CC(=O)Nc1cccc(S(=O)(=O)N2CCOCC2)c1	.	-0.1

Single records (already shown):
Shown for CCOC(=O)N1CCC(N(CCCOC)C(=O)Nc2ccc(CC)cc2)CC1 = Kir21 inh = -0.97; STK33 kinase inh = -0.2
Shown for COc1ccc(C)cc1NC(=O)CN(Cc1nnc(-c2ccc(Cl)cc2)o1)C1CCCC1 = Kir21 inh = 2.2; STK33 kinase inh = -2.8

Later entries.
SMILES	Kir21 inh	STK33 kinase inh
Cc1ccc2c(C)c(C(=O)Nc3ccc(S(=O)(=O)Nc4onc(C)c4C)cc3)oc2c1	1.8	1.4
CS(=O)(=O)c1ccc(Cl)c(NC(=O)COC(=O)c2cccc(C#N)c2)c1	0.01	-2.4
COc1ccc(Cc2c(O)nc(SCC(C)C)[nH]c2=O)cc1	1.2	-0.1
C[C@@H]1CC=C[C@H]2[C@H]1C(=O)N(Cc1ccccc1)[C@H]2c1ccc2ccccc2c1	0.11	-1.5
Cc1ccc2nc(C)cc(N/N=C/c3ccc(F)cc3)c2c1	-0.82	0.6
COc1ccc(N=C2C(=O)Nc3ccccc32)cc1	0.88	-1.1
CCC(CO)Nc1ncnc2c1cnn2-c1ccc(Cl)cc1 (stereo not given)	0.49	-0.7
Cc1nc(C(=O)N(C)C)nn1-c1ccc(Cl)cc1Cl	0.25	-3.3
O=C(O)c1cc(S(=O)(=O)N2CCOCC2)c(Sc2ccccn2)cc1Sc1ccccn1	0.04	.
O=C(Nc1nnc(-c2ccco2)o1)c1cccc(Cl)c1	-0.91	-0.4
O=C(O)/C=C\C(=O)Nc1ccc(N2CCN(c3cccc(Cl)c3)CC2)cc1	0.46	-1.2
O=C(c1ccc(F)cc1Cl)N1CCN(CCc2ccccc2)CC1	0.5	-0.6
CN(Cc1nc(-c2ccc(Cl)cc2)no1)C(=O)c1ccco1	1.1	2.1
O=C(O)c1cccc(NS(=O)(=O)c2ccc(Cl)c(C(=O)Nc3cccc([N+](=O)[O-])c3)c2)c1	0.77	-1.4
O=C(N/N=C/c1ccc2c(c1)OCO2)c1ccc(COCC(F)(F)C(F)F)cc1	0.13	-1.7
NNC(=O)c1cc2c(ccc3ccccc32)o1	3.1	-0.9
CCN(CC)c1ccc(NC(=O)c2cnccn2)cc1S(=O)(=O)Nc1ccc(OC)cc1	2	-0.5
Cc1ccc(S(=O)(=O)N2[C@@H](c3ccc(F)cc3)C(C(=O)O)=CC[C@H]2c2ccc(C(C)C)cc2)cc1	.	-0.7
C/C(CCC12CC3CC(CC(C3)C1)C2)=N\NC(N)=S	-0.83	1.2
COc1ccc(C(=O)C2CCCN(C(=O)CCc3ccccn3)C2)c(C)c1 (stereo not given)	-1.4	-0.9
Cn1nc(N)nc1N1CCN(c2ccc(F)cc2)CC1	0.81	-0.3
CC(O)CNc1nc2ccccc2n1CC(=O)NC12CC3CC(CC(C3)C1)C2 (stereo not given)	-0.1	-0.8
CCCNC(=O)c1ccc2c(=O)n(Cc3ccco3)c(=S)[nH]c2c1	-0.78	2.2
O=C(CSc1nc2ccccc2c(=O)n1C1CC1)NCc1ccccc1	0.1	-0.4
COc1ccc(NS(=O)(=O)c2cc(C)ccc2C)cc1	-3.2	0.4
CNC(=O)NC(=O)C(OC(=O)c1cccc(S(=O)(=O)N2CCCCC2)c1)c1ccccc1 (stereo not given)	-0.1	2.0
C[C@H](NC(=O)c1ccccc1Cl)C(=O)OCc1cn2cc(Cl)ccc2n1	0.98	0.2
O=C(COC(=O)c1ccc([N+](=O)[O-])o1)NCc1ccc2c(c1)OCO2	.	0.5
COc1ccccc1CNC(=O)CN1C(=O)NC2(CCOc3ccccc32)C1=O (stereo not given)	.	-0.9
COc1ccc(S(=O)(=O)N2CCCC(C(=O)N3CCN(c4ccccc4)CC3)C2)cc1Cl (stereo not given)	-0.29	-1.9
O=C(COC(=O)CNC(=O)c1ccccc1)NCCNC(=O)COC(=O)CNC(=O)c1ccccc1	.	-1.1
Cc1ccccc1CSCCNC(=O)CN(c1ccc2c(c1)OCO2)S(C)(=O)=O	0.08	-1.2
Cc1nn(-c2ccccc2)cc1/C=N/NC(=O)c1cccs1	1.2	-1.8
C#CCN1C(=O)C(O)(CC(=O)c2ccc(OC)c(OC)c2)c2ccccc21 (stereo not given)	-0.38	0.0
O=C(NCC1CCCO1)c1coc2nc3ccccc3nc12 (stereo not given)	0.69	1.4
COc1ccc(-n2nc3c(c2NC(=O)C2CC2)CS(=O)C3)cc1 (stereo not given)	-0.61	-3.3
O=C(CNc1ccccc1Cl)Nc1cc(S(=O)(=O)N2CCOCC2)ccc1Cl	.	-0.8
CCC(=O)Nc1ccc(NC(=O)c2c(C)nc3ccccn23)cc1	0.47	0.7
COn1c2c(c3c4no[n+]([O-])c4ccc31)CCCC2	-0.25	0.7
COc1ccc(C2NC(=O)NC(O)(C(F)(F)F)C2C(=O)c2ccccc2)cc1OC (stereo not given)	-1.4	1.7
CCOC(=O)C1(Cc2ccc(OC)cc2)CCN(C(=O)C2=CCCC2)CC1	0.13	0.9
COc1ccc(N(CC(=O)Nc2cccnc2)S(=O)(=O)c2ccc(C)cc2)cc1Cl	0.21	0.5
O=P(O)(CCc1ccncc1)CN1CCCCC1	0.19	0.2
CCN1CCN(C(=O)c2ccc3c(Cl)c4c(nc3c2)CCCC4)CC1	0.85	1.2
COc1cccc(-n2c(N)c(-c3nc4ccccc4[nH]3)sc2=S)c1	-0.17	0.3

The last five entries of the section before come first, to join the parts.
SMILES	Kir21 inh	STK33 kinase inh
CCOC(=O)C1(Cc2ccc(OC)cc2)CCN(C(=O)C2=CCCC2)CC1	0.13	0.9
COc1ccc(N(CC(=O)Nc2cccnc2)S(=O)(=O)c2ccc(C)cc2)cc1Cl	0.21	0.5
O=P(O)(CCc1ccncc1)CN1CCCCC1	0.19	0.2
CCN1CCN(C(=O)c2ccc3c(Cl)c4c(nc3c2)CCCC4)CC1	0.85	1.2
COc1cccc(-n2c(N)c(-c3nc4ccccc4[nH]3)sc2=S)c1	-0.17	0.3
CCSc1nnc(NC(=O)NC(CC)(C(F)(F)F)C(F)(F)F)s1	-0.12	0.0
Cc1cc(Br)c2c(c1)C1(OCCO1)C(=O)N2	0.27	-1.2
Cc1c(C(=O)Nc2ccccc2)cn2c(nc3ccccc32)c1C#N	-0.07	-1.3
COc1cc(NC(=S)N2CCN(S(=O)(=O)c3ccc(F)cc3)CC2)cc(OC)c1	0.1	0.9
S=c1[nH]nc(-c2ccc(Cl)cc2)n1Cc1ccccc1	-0.87	0.7
CCCCC(C(=O)N/N=C/c1ccccn1)C(=O)N/N=C/c1ccccn1	0.07	-1.5
O=C(COc1ccccc1)c1cn(CC(=O)N2CCOCC2)c2ccccc12	2.4	-0.1
COc1ccc(S(=O)(=O)NCC(=O)N(CC(=O)NCc2ccco2)Cc2ccccc2)cc1	1.5	0.0
COC(=O)C(Cc1ccccc1)NC(=O)CSc1nc(N)cc(=O)[nH]1 (stereo not given)	0.45	-1.6
NC(=O)COC(=O)CCSc1ccc(Cl)cc1	0.16	-4.0
CN(C)c1ccc(NC(=S)N2CCN(c3ncc(C(F)(F)F)cc3Cl)CC2)cc1	0.18	-1.3
